# MBNL1 CUG block = MBNL1-poly(CUG) RNA binding inhibition | AID 2675 | Potency, µM (top dose mostly 57.5 µM), for the others: at the highest dose activity change, negative = inhibition, hits mostly inhibitors | TR-FRET MBNL1-His/biotin-(CUG)12 binding, 665/545 ratio | Q9NR56 | actives 0.036% (n = 280,000); active = well fitted inhibition curve with a large enough effect in the signal ratio, with a control signal flat, not every such curve was filed as active; inconclusive = small, poorly fitted or top-dose-only effect, or effect the other way, or a change in a side signal; inactive = no such curve, though single readings can be large or run the other way; the % refers to the signal ratio; also: potency is read from the fitted curve at half-maximal effect; % is scaled to controls: 0 for no effect and ±100 for the full control effect
# Target sequence (Q9NR56 whole entry, looked up): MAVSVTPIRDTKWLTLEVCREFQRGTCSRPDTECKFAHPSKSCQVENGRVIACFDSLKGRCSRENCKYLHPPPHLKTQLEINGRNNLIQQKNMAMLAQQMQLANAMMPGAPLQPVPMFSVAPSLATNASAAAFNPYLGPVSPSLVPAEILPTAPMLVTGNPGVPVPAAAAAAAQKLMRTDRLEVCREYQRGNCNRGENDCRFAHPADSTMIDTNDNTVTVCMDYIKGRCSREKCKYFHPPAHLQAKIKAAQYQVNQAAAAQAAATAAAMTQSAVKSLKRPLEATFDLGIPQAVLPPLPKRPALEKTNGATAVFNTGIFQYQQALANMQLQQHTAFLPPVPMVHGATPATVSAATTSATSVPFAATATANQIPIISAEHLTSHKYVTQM
#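 Compound titration spanned 92 nM–58 uM against the MBNL1-His/biotin-(CUG)12 complex. After 60 min at room temperature with 5 nM streptavidin-XL665 and 0.055 ng/ul terbium anti-His, ratiometric 665/545 nm emission (Ex 340 nm) normalized to controls.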
# Coupling enz = inhibits coupling enzyme system, counter-screen for aldolase hits | actives 0.67% (n = 290,000) | activity change, negative = inhibition, % at 58.2 µM, hits read low | coupling enzyme system counterscreen, AmpLite Red fluorescence; in the data active = activity change below about -30%; also: % is scaled to controls: 0 for no effect and ±100 for the full control effect
#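 Compounds tested against the coupling enzymes alone at 57.5 uM final; readout was AmpLite Red fluorescence (525/598 nm) after 20 min at RT.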
# GALK inh = inhibitors of human galactokinase. Purified GALK, Kinase-Glo residual ATP luminescence. Potency, µM (doses to about 57.5 µM), without a hit: top-dose activity change, negative = inhibition, hits mostly inhibitors. actives 0.007% (n = 270,000). AID 1868; also: potency is read from the fitted curve at half-maximal effect; % is scaled to controls: 0 for no effect and ±100 for the full control effect
#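 ATP-depletion format; final 35 uM ATP, 100 uM D-galactose, 5 nM enzyme; pH 8.0 HEPES/Mg2+ buffer; 60 min RT; luminescence read 10 min after detection reagent.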
# A-T KAP1 phos = potential ataxia-telangiectasia treatments restoring KAP-1 phosphorylation | […] A-T fibroblasts, KAP-1 phosphorylation AlphaLISA; neocarzinostatin DNA damage 30 min before lysis | Potency, µM (titrated, usually from 57.5 µM), for inactives: at the top dose activation, actives largely listed as activators | actives 0.19% (n = 320,000); also: potency is read from the fitted curve at half-maximal effect; % of control where 0% means no effect; nearly all actives have a fitted effect of over 45% in size
#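 hTERT-immortalized A-T patient fibroblasts ([…]), 500 cells/well in OPTI-MEM, 1% FBS, got compounds for 60 min, then NCS for 30 min at 37C. Lysates were then assayed for phospho-KAP-1 by AlphaLISA (anti-pKAP1 donor, anti-KAP1 acceptor beads), 6 hr at 25C.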
# Integrin act MD = integrin-mediated muscular dystrophy alleviation activation; alpha7betagal myoblasts, beta-gal FDG fluorescence, 48 h; actives 0.064% (n = 350,000); Potency, µM (series often up to 38.3 µM), for inactives: at the highest dose activation, most hits filed as activators; AID 624291;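 also: potency is read from the fitted curve at half-maximal effect; 100% = response of the positive control SU9516; nearly all actives have a fitted effect of over 60% in size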
#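 alpha7betagal+/- myoblasts (passage 13, 250/well) treated 48 h at 37C with compounds at 1:260 dilution of DMSO stock. Lysed, then beta-galactosidase activity read as FDG fluorescence (ex 480/em 540) after 30 min, with pre-read for autofluorescence.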
# KCNH2 3.1 inh = KCNH2 3.1 (human) potassium channel inhibition; U2OS KCNH2 3.1, thallium flux FluxOr; hits give low values; activity change, % (tested at about 1.8 µM); actives 0.95% (n = 340,000); AID 720553;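 active = maximum activity change below -70%; inconclusive = maximum activity change from -70% to -50%; inactive = maximum activity change above -50%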;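 also: thallium influx rate constant from kinetic fluorescence after stimulation buffer; % is scaled to controls: 0 for no effect and ±100 for the full control effect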
#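 We transduce U2OS cells with the mutant 3.1 virus, culture them overnight, load FluxOr with Red40 quencher for 45 min, then add stimulation buffer and read kinetically for 2 min to derive a normalized rate constant.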
# hERG WT inh = blocks the wildtype human KCNH2 potassium channel; actives 0.37% (n = 340,000); U2OS, BacMam KCNH2, thallium flux FluxOr; hits give low values; Q12809; AID 720551; activity change, % at 1.84 µM;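 active = maximum activity change below -70%; inconclusive = maximum activity change between -70% and -50%; inactive = maximum activity change above -50%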; also: % is scaled to controls: 0 for no effect and ±100 for the full control effect
#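 U2OS cells were transduced with wild-type KCNH2 virus (2.03 x 10^8 / mL) for 4 h at room temperature, then cultured overnight at 37 C. Thallium flux was read with FluxOr dye. Rate constants were normalized to DMSO controls.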
# ASM inhibitor = inhibitors of human secretory acid sphingomyelinase. P17405. placental ASM, HMU-PC fluorogenic substrate, 60 min. Potency, µM (doses to about 57.5 µM), for the others: at the highest dose activity change, negative = inhibition, actives largely listed as inhibitors. actives 0.006% (n = 340,000). AID 504937; also: potency is read from the fitted curve at half-maximal effect
# Target sequence (P17405 47-631 limits assumed): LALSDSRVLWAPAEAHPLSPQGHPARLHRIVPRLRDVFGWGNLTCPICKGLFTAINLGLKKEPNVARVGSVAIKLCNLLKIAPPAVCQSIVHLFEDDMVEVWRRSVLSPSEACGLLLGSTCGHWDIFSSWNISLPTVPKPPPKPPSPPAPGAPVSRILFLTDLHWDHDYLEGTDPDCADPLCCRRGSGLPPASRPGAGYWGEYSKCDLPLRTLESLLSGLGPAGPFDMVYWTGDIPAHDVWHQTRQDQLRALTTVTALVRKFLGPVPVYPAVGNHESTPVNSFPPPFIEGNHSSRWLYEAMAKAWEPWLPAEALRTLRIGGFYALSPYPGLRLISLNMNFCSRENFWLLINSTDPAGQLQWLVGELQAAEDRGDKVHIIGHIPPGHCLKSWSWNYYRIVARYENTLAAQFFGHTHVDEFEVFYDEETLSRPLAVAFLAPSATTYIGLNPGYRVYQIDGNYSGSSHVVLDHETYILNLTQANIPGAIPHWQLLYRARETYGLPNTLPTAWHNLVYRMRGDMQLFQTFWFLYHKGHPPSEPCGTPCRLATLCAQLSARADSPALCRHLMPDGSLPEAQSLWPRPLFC
#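 Fluorogenic HMU-PC substrate (9 uM final) is turned over by placental ASM in 60 min at 37 C after a 10 min compound preincubation. Reaction ended by alkaline stop (pH 10), with fluorescence read at 386/447 nm.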
# MLL CXXC-DNA inh = blocks binding of human MLL CXXC domain to DNA | Q03164 | MLL-CXXC / FITC-HOXA9 DNA fluorescence polarization | Potency, µM (top dose mostly 115 µM), without a hit: at the highest dose activity change, negative = inhibition, actives largely listed as inhibitors | actives 0.037% (n = 290,000) | AID 2662; active = well fitted inhibition curve with a large enough effect in the polarisation, with a control signal flat, not every such curve was filed as active; inconclusive = small, poorly fitted or top-dose-only effect, or effect the other way, or a change in a side signal; inactive = no such curve, though single readings can be large or run the other way; the % refers to the polarisation; also: potency is read from the fitted curve at half-maximal effect
#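 Purified MLL-CXXC (added from a 7 uM solution) was preincubated 5 min at ambient with pinned compounds in 50 mM Tris-HCl pH 7.5, 50 mM NaCl, 1 mM DTT, 0.05% BSA. Fluorescein-labeled HOX-A9 DNA (50 nM solution) followed, 30 min, then polarization read.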
# TRPV1 agonist = activates the human vanilloid receptor TRPV1; actives 0.19% (n = 320,000); activation, % at 8.33 µM; AID 540275; TRPV1-expressing cells, Fluo-8 calcium influx, agonist mode; in the data active = activation above about 80%; inconclusive = between about 30% and that limit; also: 0% is about no effect
#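 Cells expressing TRPV1 were dye-loaded with Fluo-8 and read kinetically: 10 s baseline, 3 min after compound (agonist portion), then 2 min after EC20 capsaicin (allosteric enhancer portion). Calcium-bound dye fluorescence at 480/520 nm.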
# Starred values were filed as active, the others as inactive; ? = inconclusive; nt = no result given; [ ] = dose if it differs, or a comment. Unless noted, calls follow the shape of the dose curve; as a rule, active = well fitted curve in the direction sought with a large enough effect; inconclusive = small, poorly fitted or top-dose-only effect, or another doubt; inactive = no such curve, though single readings can be large; an effect the other way counts as inactive or inconclusive.
(1) O=C(O)c1cc(C2CC2)nn1-c1ccccc1
(2) Cc1ccc(C(=O)Nc2ccccc2C(=O)NC(C(=O)O)C(C)C)cc1 (stereo not drawn)
(3) CCCOC(=O)CSc1nnc(-c2ccccc2Cl)o1
(4) CC1CCc2c(C(=O)Nc3ccc(N4CCOCC4)cc3)csc2C1 (stereo not drawn)
(5) OC(c1ccccc1)(c1ccccc1)c1nccc2ccccc12

compound no.	1	2	3	4	5
TRPV1 agonist	0	-1	1	6	nt
GALK inh	-1%	1%	4%	1%	nt
A-T KAP1 phos	nt	-5%	-10%	0%	nt
KCNH2 3.1 inh	24	-5	-1	21	-27
ASM inhibitor	1%	4%	0%	1%	-5%
MLL CXXC-DNA inh	-15%	3%	-3%	1%	nt
MBNL1 CUG block	2%	6%	-1%	3%	nt
hERG WT inh	-7	-11	5	2	6
Coupling enz	-2	-15	2	3	nt
Integrin act MD	12%	4%	8%	22%	10%

(6) CCOC(=O)c1nnc(-c2ccccc2)nc1N1CCSCC1
(7) O=C(O)COc1ccc(Cl)cc1C1CCCCC1
(8) CCc1noc(C)c1C(=O)N1CCN(c2cccc(C)c2C)CC1
(9) COc1cccc(C(=O)Nc2ccc(S(=O)(=O)Nc3onc(C)c3C)cc2)c1
(10) O=C(Nc1nc(-c2ccccn2)cs1)c1ccc2c(c1)OCCO2

compound no.	6	7	8	9	10
TRPV1 agonist	?	nt	6	6	10
GALK inh	0%	nt	nt	3%	1%
A-T KAP1 phos	2%	nt	0%	-3%	4%
KCNH2 3.1 inh	3	8	-12	-12	-2
ASM inhibitor	-5%	22%	3%	7%	-1%
MLL CXXC-DNA inh	9%	nt	nt	-5%	3%
MBNL1 CUG block	2%	nt	nt	-10%	-3%
hERG WT inh	19	5	-5	0	4
Coupling enz	1	nt	nt	5	-6
Integrin act MD	0%	22%	5%	7%	-30%

(11) c1cnc(-c2nnc3n2CCCCC3)cn1
(12) COc1ccc(C(C(=O)NCCC(C)C)N(CCO)C(=O)c2snc(C(N)=O)c2N)cc1 (stereo not drawn)
(13) c1ccc2nc(N3CCOCC3)c(N3CCOCC3)nc2c1
(14) COCCC(=O)N1CCC(Oc2ccc(C(=O)NCCCC3CCCC3)cc2)CC1
(15) COc1ccc(NC(=O)Cc2c[nH]c3ccccc23)cc1S(=O)(=O)N1CCOCC1

compound no.	11	12	13	14	15
TRPV1 agonist	0	-4	0	1	1
GALK inh	15%	-6%	8%	-6%	10%
A-T KAP1 phos	-7%	7%	-1%	-2%	-5%
KCNH2 3.1 inh	7	10	1	-4	4
ASM inhibitor	3%	95%[activator]	15%	1%	-4%
MLL CXXC-DNA inh	3%	9%	5%	4%	3%
MBNL1 CUG block	-6%	10%	-2%	-9%	-14%
hERG WT inh	5	-6	6	-3	-1
Coupling enz	3	1	6	nt	1
Integrin act MD	3%	-3%	-10%	-43%	15%

(16) Cc1c(NS(=O)(=O)c2ccc(NCC3CCCO3)c([N+](=O)[O-])c2)c(=O)n(-c2ccccc2)n1C (stereo not drawn)
(17) Cc1ccccc1/C=N/NC(=O)Cn1cnc([N+](=O)[O-])n1
(18) O=c1[nH]cnc2cc(-c3ccc(Br)cc3)sc12
(19) COc1ccc(N2CC(C(=O)Nc3nc4ccc(S(C)(=O)=O)cc4s3)CC2=O)cc1 (stereo not drawn)
(20) COc1ccc(NS(=O)(=O)c2cccc(C(=O)NCC3(N4CCCCC4)CCCCC3)c2)cc1

compound no.	16	17	18	19	20
TRPV1 agonist	0	-6	3	4	-7
GALK inh	0%	4%	3%	0%	nt
A-T KAP1 phos	10%	nt	2%	-5%	4%
KCNH2 3.1 inh	-8	5	-5	6	-12
ASM inhibitor	4%	0%	-1%	-26%	2%
MLL CXXC-DNA inh	-3%	15%	2%	-20%	nt
MBNL1 CUG block	?	?	35%[activator]	1%	nt
hERG WT inh	-19	-2	-13	-1	2
Coupling enz	1	-3	-1	1	nt
Integrin act MD	-20%	5%	13%	-5%	-19%

(21) Cc1ccc2c(=O)cc(C(=O)Nc3ccc(S(=O)(=O)Nc4onc(C)c4C)cc3)oc2c1
(22) COc1ccc2c(c1OC)C(=O)N(c1ccc(C)cc1)C2
(23) O=C(OC(C(=O)Nc1ccc(Cl)cc1C(F)(F)F)c1ccccc1)C1=COCCO1 (stereo not drawn)
(24) O=C(c1n[nH]c2c1CCCC2)n1ccnc1
(25) NC(=O)NOCc1c(Cl)cccc1Cl

compound no.	21	22	23	24	25
TRPV1 agonist	-3	4	5	-4	0
GALK inh	1%	-2%	1%	3%	0%
A-T KAP1 phos	7%	-19%	8%	2%	0%
KCNH2 3.1 inh	3	-1	-4	nt	1
ASM inhibitor	1%	-6%	1%	nt	-1%
MLL CXXC-DNA inh	4%	3%	-2%	-3%	-1%
MBNL1 CUG block	?	-3%	?	-5%	?
hERG WT inh	1	-6	14	nt	4
Coupling enz	5	1	1	-5	3
Integrin act MD	0%	8%	6%	nt	-15%

(26) CCOC(=O)c1ccc(NNC(=O)CC)c([N+](=O)[O-])c1
(27) N#C/C(=C/c1ccc(-c2ccc(S(N)(=O)=O)cc2)o1)C(=O)Nc1ccccc1
(28) Cc1cc(CSc2ccccc2)ccc1NC(=O)c1ccc(Cl)c([N+](=O)[O-])c1
(29) COCCCN1C(=O)C(=O)/C(=C(/O)c2ccc3c(c2)CC(C)O3)C1c1cccnc1 (stereo not drawn)
(30) COc1cccc(C(=O)OCC(=O)NC(C)CCc2ccccc2)c1O (stereo not drawn)

compound no.	26	27	28	29	30
TRPV1 agonist	-3	-1	3	0	2
GALK inh	2%	-1%	-1%	-2%	nt
A-T KAP1 phos	3%	13%	-1%	-4%	9%
KCNH2 3.1 inh	-7	-13	-42	6	12
ASM inhibitor	-2%	3%	?	-3%	-1%
MLL CXXC-DNA inh	3%	3%	2%	11%	7%
MBNL1 CUG block	nt	nt	-11%	?	-5%
hERG WT inh	-10	1	-4	2	-4
Coupling enz	0	1	3	2	-1
Integrin act MD	6%	-5%	2%	1%	-7%

(31) Cc1ccc(C)c(-c2csc(NC(=O)c3cnccn3)n2)c1
(32) CC1(C)OC(=O)C(=NNc2ccc(O)cc2)C(=O)O1
(33) c1ccc(-c2csc(Nc3cccnc3)n2)nc1
(34) COc1ccccc1CNC(=O)[C@H](C)NC(=O)C1CCN(C(=O)[C@@H](N)C(C)C)CC1
(35) CCCN1C(=O)c2ccc(C(=O)Nc3cc(C)on3)cc2C1=O

compound no.	31	32	33	34	35
TRPV1 agonist	18	1	0	1	4
GALK inh	7%	-1%	-1%	nt	2%
A-T KAP1 phos	0%	-1%	-1%	-4%	-1%
KCNH2 3.1 inh	-28	-9	1	9	1
ASM inhibitor	2%	-6%	2%	5%	2%
MLL CXXC-DNA inh	21%	-15%	4%	-6%	18%
MBNL1 CUG block	-9%	?	?	-5%	?
hERG WT inh	1	-7	-8	-3	-11
Coupling enz	3	6	-3	0	3
Integrin act MD	22%	-17%	?	27%	-12%
